Assay outcomes from PubChem.
VHR inh color: VHR1 phosphatase inhibitors, primary screen, biochemical, colorimetric, HTS; Dual specificity protein phosphatase 3 (Homo sapiens), P51452; recombinant VHR phosphatase, colorimetric substrate read-out; inhibition, % at 20 µM; 0.7% of 50,000 active; in the data active = inhibition above about 60%; note: some results filed as inactive read as strong as hits
Target sequence (P51452 whole entry, looked up): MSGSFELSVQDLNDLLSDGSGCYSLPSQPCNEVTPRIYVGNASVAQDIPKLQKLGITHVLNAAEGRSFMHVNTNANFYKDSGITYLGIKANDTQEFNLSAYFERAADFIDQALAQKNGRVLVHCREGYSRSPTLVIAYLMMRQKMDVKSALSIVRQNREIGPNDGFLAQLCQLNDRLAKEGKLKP
Starred values were filed as active, the others as inactive. Only part of the results is shown. The share of hits here may be higher or lower than overall.

molecule	VHR inh color
C=CCN1C(=O)/C(=C\c2ccc(OC(=O)c3ccc(Cl)cc3Cl)cc2)SC1=S	6
Cc1ccc2nc(SCC(=O)Nc3cccc([N+](=O)[O-])c3)[nH]c2c1	-12
CCCC(=O)Nc1cccc(NC(=O)COc2cc(C)ccc2C(C)C)c1	-6
COc1ccccc1C(=O)O/N=C(/c1ccncc1)c1ccc([N+](=O)[O-])cc1	-1
NC(=O)c1ccccc1NC(=O)c1ccc(I)cc1	-14
O=C(NCCNc1ccc([N+](=O)[O-])cc1)c1cccc2c(Br)cccc12	-7
Cc1ccc2oc(Nc3nc(C)cc(=O)[nH]3)nc2c1	3
CCOc1ccc(C2Nc3ccccc3-c3nnc(SC)nc3O2)cc1 (stereo not drawn)	-8
Cn1cnc([N+](=O)[O-])c1Sc1nccc(Nc2ccccc2)c1C#N	-11
O=C(NCc1ccco1)c1cnn2c(-c3ccccc3)cc(-c3ccccc3)nc12	10
Cc1cnnn1-c1cccc([N+](=O)[O-])c1	1
Cc1ccc(/C(N)=N/OC(=O)c2cccc(C)c2)cc1	-11
CC(=O)Oc1ccc(-c2cccc(C(=O)NCCCO)c2)cc1	-13
Cc1cc(C)c(NC(=O)COc2cc(C)c(Cl)c(C)c2)c(C)c1	3
COc1ccc(C(=O)Nc2cc(C(F)(F)F)cc(C(F)(F)F)c2)cc1OC	7
O=C(Nc1nc2ccc(Cl)cc2s1)c1ccc(Br)cc1	-16
CCOc1ccc(N/C=C\C(=O)c2ccc3c(c2)OCO3)cc1	-11
C/C(=N\Nc1nc(-c2ccccc2)cs1)c1ccc([N+](=O)[O-])cc1	-3
CCNC(=O)CC1S/C(=N\N=C(/C)c2ccc([N+](=O)[O-])cc2)NC1=O (stereo not drawn)	-15
Cc1ccc(OCC(=O)NCc2ccc(Cl)cc2)c(Br)c1	12
COc1ccc2oc(=O)c(-c3csc(NC(=O)/C=C\C(=O)O)n3)cc2c1	24
O=c1c2ccccc2nc(/C=C\c2ccccc2)n1-c1ccc(O)cc1	11
Cc1ccc(S(=O)(=O)N/N=C/c2ccc(-c3ccc([N+](=O)[O-])cc3C)o2)cc1	-19
CCOC(=O)c1c(NC(=O)C(CC)Oc2ccccc2)sc(C(=O)N(CC)CC)c1C (stereo not drawn)	-19
CN1C(=O)/C(=N\OC(=O)c2cccc(F)c2)c2ccccc21	-4
CC(=O)c1ccc(NC(=O)CN(c2cccc([N+](=O)[O-])c2)S(=O)(=O)c2ccccc2)cc1	-11
O=C(CC1S/C(=N\N=C\c2ccccc2)NC1=O)Nc1ccc(C(=O)O)cc1 (stereo not drawn)	-14
COC(=O)COc1ccc(/C=N/n2cnnc2)cc1OC	10
CC(=O)Nc1ccc(NC(=O)c2cc(Cl)ccc2Cl)cc1	-22
CCOC(=O)c1cccc(NC(=O)c2ccncc2)c1	-1
COc1ccccc1OCCNC(=O)Nc1cc(F)c(F)cc1Cl	5
CCOC(=O)CC(=O)CSc1nc(C)c2cc(OCC)ccc2n1	-14
COc1cc(NC(=O)COc2cccc3ccccc23)cc(OC)c1	9
Cc1ccccc1NC(=O)CSc1ccc(Cl)cc1Cl	-12
COc1cc(OC)c(OC)cc1CN1CCN(C(C)C)CC1	-12
COc1ccc(C(=O)OCC(=O)c2ccc([N+](=O)[O-])cc2)cc1OC	-5
CCC1CCc2c(sc3nc(SCC(=O)NCc4ccco4)n(-c4ccccc4)c(=O)c23)C1 (stereo not drawn)	25
C=CCc1ccccc1OCC(=O)NN	-1
CCOP(=O)(OCC)C(Nc1ccc(I)cc1)c1ccc(O)cc1 (stereo not drawn)	-1
Cc1cc(C)nc(/N=C(\N)Nc2cc(C(F)(F)F)ccc2Cl)n1	-15

As a working copy, six of the compounds above.
molecule	VHR inh color
COc1cc(OC)c(OC)cc1CN1CCN(C(C)C)CC1	-12
COc1ccc(C(=O)OCC(=O)c2ccc([N+](=O)[O-])cc2)cc1OC	-5
CCC1CCc2c(sc3nc(SCC(=O)NCc4ccco4)n(-c4ccccc4)c(=O)c23)C1 (stereo not drawn)	25
C=CCc1ccccc1OCC(=O)NN	-1
CCOP(=O)(OCC)C(Nc1ccc(I)cc1)c1ccc(O)cc1 (stereo not drawn)	-1
Cc1cc(C)nc(/N=C(\N)Nc2cc(C(F)(F)F)ccc2Cl)n1	-15

Other records follow:
molecule	VHR inh color
C1CCN(c2nc3nonc3nc2N2CCCCC2)CC1	-14
CCOc1ccc(N(CC(=O)NCCOC)S(=O)(=O)c2ccc(SC)cc2)cc1	-16
CCOc1c(Br)cc(/C=C2/C(=O)NN(c3ccc(CC)cc3)C2=O)cc1OC	44
O=C(O)c1ccc(CP(=O)(c2ccccc2)c2ccccc2)cc1	-28
CC1=CC(C)(C)Nc2ccc(OC(=O)c3ccccc3)cc21	-22
O=S(=O)(c1ccc(Br)cc1Br)n1cnc2ccccc21	-16
COc1ccc(/C=C2\SC(=O)N(CCC(=O)N3CCCCC3)C2=O)cc1OC	-4
C=CCN1C(=O)/C(=C\c2cccc(OS(=O)(=O)c3ccc(C)cc3)c2)SC1=S	-10
COC(=O)c1ccc(COc2ccc3c(oc(=O)c4ccccc43)c2C)cc1	-5
COc1ccccc1OCCCCOc1ccc(Cl)c(C)c1	-8
COc1ccc(OCc2nc(-c3ccccn3)no2)cc1	6
C=CCn1c(-c2cccc(Br)c2)n[nH]c1=S	-2
CCOC(=O)c1ccc(-c2ccc(C(=O)Nc3ccc(-c4nc5ccccc5s4)c(O)c3)o2)cc1	12
C1CCC2CNCCN2CC1 (stereo not drawn)	-11
CCCc1nnc(NC(=O)CNc2ccc(F)cc2)s1	-6
Fc1ccc(Cc2cnc(Nc3ccc(F)cc3)s2)cc1	-12
COc1ccc(OC)c(NC(=O)c2ccc(CN3CCc4ccccc4C3)cc2)c1	-28
Cc1ccc(N2C(=O)NC(=O)/C(=C\c3ccc(OCC(=O)O)c(Br)c3)C2=O)cc1	16
O=C(Cc1ccccc1)NC(c1ccc(Cl)cc1)c1c(O)ccc2ccccc12 (stereo not drawn)	4
CC(/C=N\N1CCN(c2ccccc2)CC1)=C\c1ccccc1	0
Cc1ccc(C(NC(=O)c2ccccc2)c2c(O)ccc3ccccc23)cc1 (stereo not drawn)	-14
O=[N+]([O-])c1cccc(-c2n[nH]c(-c3ccccc3)c2-c2nc3ccccc3[nH]2)c1	-7
CCOC(=O)C1=C(C)N=c2s/c(=C\c3cc([N+](=O)[O-])cc(Br)c3O)c(=O)n2C1c1cccs1 (stereo not drawn)	5
CCc1cc2c(=O)c(-c3nc4ccccc4n3C)c(C)oc2c(CN2CCOCC2)c1O	3
Cc1ccc(S(=O)(=O)Nc2ccc(NC(=O)c3sc4cc(C)ccc4c3Cl)cc2)cc1	-21
COc1ccccc1NC(=O)CN1C(=O)c2ccccc2C1=O	-9
Cc1cccc2c(=O)oc(-c3ccc(F)cc3)nc12	-8
COc1cc(/C=N\Nc2nnc(C)c(=O)[nH]2)cc([N+](=O)[O-])c1O	2
COC(=O)c1ccc(C(=O)OC)c(NC(=O)/C=C/c2ccc(F)cc2)c1	-40
C=CCNC(=O)CN(c1cccc(OC)c1)S(=O)(=O)c1ccccc1	-4
Cc1ccc(CN2C(=O)CSC2c2cn(-c3ccccc3)nc2-c2ccccc2)cc1 (stereo not drawn)	3
O=C1NC(=O)N(c2ccc(Cl)cc2)C(=O)/C1=C\c1ccc(-c2ccccc2[N+](=O)[O-])o1	-8
O=C(CSc1nc2ccc([N+](=O)[O-])cc2s1)c1ccc(F)cc1	0
CCOC(=O)Oc1ccc2oc(=O)cc(C)c2c1	-20
CCC(C)N1CCN(S(=O)(=O)c2ccccc2)CC1 (stereo not drawn)	-9
COc1ccc(S(=O)(=O)Nc2ccc(Oc3ccccc3)cc2)cc1OC	-22
COCCN1C(=O)/C(=C\c2ccc3c(c2)OCO3)C(C(=O)OC)=C1C	-17
O=C1CSC(c2ccc(Cl)cc2)N1c1ccc(Cl)c(Cl)c1 (stereo not drawn)	20
CCN(CC)C(=O)c1sc(NC(=O)C(C)(C)C)c(C(=O)OC)c1C	24
CC(OCc1ccccc1)C(NC(=O)OC(C)(C)C)C(=O)Nc1nccs1 (stereo not drawn)	-8
CCOC(=O)C(CC(C)C)NC(=O)CCN1C(=O)c2ccccc2C1=O (stereo not drawn)	-19
O=c1c2c3c(sc2ncn1/N=C/c1cc([N+](=O)[O-])ccc1O)CCCC3	-6
COc1ccc(C(NC(=O)c2ccccc2)c2ccc3cccnc3c2O)cc1 (stereo not drawn)	-29
O=C(Nc1ccccc1)c1ccc(NS(=O)(=O)c2ccccc2)cc1	-11
CCN(CC)c1ccc(N2C(=O)/C(=C/c3ccc(OC)c(OC)c3)SC2=S)cc1	6
Cc1ccc(S(=O)(=O)N2CCN(Cc3cccc4ccccc34)CC2)cc1	-3
CCOc1ccc(C(=O)Nc2cc(C)ccn2)cc1Br	8
Cc1cc(C)nc(/N=C(/N)Nc2cccc(N)c2)n1	21
CCCCCC(=O)NNC(=O)Cc1ccc(OC)cc1	-22
O=C1C(=C2c3ccccc3C(=O)C2C2c3ccccc3Oc3ccccc32)C(=O)c2ccccc21 (stereo not drawn)	2
O=C(COc1ccccc1)NCCCN1CCOCC1	-23
CCOc1ccc2oc(=O)cc(C)c2c1	-2
O=C(COc1ccc(Cl)cc1)NNC(=O)C1CCCCC1	-13
O=C(/C=C/c1ccc(-c2cccc([N+](=O)[O-])c2)o1)c1ccco1	-7
Cc1nc2cc(-c3cccc(Cl)c3)nn2c(C)c1Cl	-23
CCOC(=O)C1=C(C)NC(C)=C(C(=O)OC)C1c1ccc(Cl)cc1 (stereo not drawn)	-15
COc1ccc(/C=C2\SC(=O)N(c3cccc(C)c3)C2=O)cc1	6
C=CCN1C(=O)C(Cc2ccc(OC)cc2)S/C1=N\N=C\c1cccs1 (stereo not drawn)	-6
Cc1ccc(C(=O)Oc2ccc(NS(=O)(=O)c3cc(C)ccc3C)cc2)cc1	-10
CN(C)c1ccc(/C=N/OC(=O)Nc2ccccc2)cc1	-10

Individual results from above.
Result for O=c1c2c3c(sc2ncn1/N=C/c1cc([N+](=O)[O-])ccc1O)CCCC3 under VHR inh color: -6
Result for Cc1ccc(C(=O)Oc2ccc(NS(=O)(=O)c3cc(C)ccc3C)cc2)cc1 under VHR inh color: -10

(continued)
molecule	VHR inh color
Cc1cccc(C)c1NC(=O)c1ccc(CN2CCOCC2)cc1	7
O=C(O)c1c(Br)c(Br)c(Br)c(Br)c1C(=O)N1CCOCC1	-7
O=C(c1cccc(Cl)c1)N1CCCc2ccccc21	-28
COc1ccc(N/C(C)=C/C(=O)c2ccc(Cl)cc2)c(OC)c1	6
COC(=O)c1ccccc1NC(=O)CN(c1ccc(Br)cc1)S(C)(=O)=O	-34
CCc1cccc(C)c1NC(=O)CCC(=O)O	-19
O=C1CCCN1CP(=O)(O)CN1CCCC1=O	-9
Nc1ccc2c(c1)C(=O)N(c1ccccc1)C2=O	-16
O=C1NC(=O)N(c2cccc(Br)c2)C(=O)/C1=C/c1cccc([N+](=O)[O-])c1	-5
CC(C)COc1ccc(/C=C2\SC(=S)NC2=O)cc1	-8
COc1ccc(NS(=O)(=O)c2ccc(F)cc2)cc1OC	-40
CC(C)Oc1ccc(CN(C)C)cc1CN(C)C	-7
COc1ccc(C2CC(=O)Nc3c2cc(Br)c2ccccc32)c(OC)c1 (stereo not drawn)	112*
CN(C)NC(=O)C1CCC(C)(C(=O)O)C1(C)C (stereo not drawn)	-6
Cc1cc(Cl)ccc1OCC(=O)Nc1ccc([N+](=O)[O-])cc1	-5
Cc1cc(=O)cc(C)n1-c1ccc(Cl)cc1	5
Cc1ccccc1OCC(=O)NNC(=O)c1ccccc1C	-11
O=C1C(=O)N(CCCn2ccnc2)C(c2cccc(F)c2)/C1=C(\O)c1ccc(Cl)cc1 (stereo not drawn)	3
COCC(O)CSCc1ccccc1 (stereo not drawn)	-6
CC1(C)CC(=O)C2=C(C1)N=C1c3ccccc3C(=O)C1C2c1ccc(Br)cc1 (stereo not drawn)	-33
N#C/C(=C/c1ccc(OCC(=O)O)cc1)C(=O)Nc1cccc(Br)c1	-2
O=C1C2C3C=CC(CC3)C2C(=O)N1c1ccc(Br)cc1[N+](=O)[O-] (stereo not drawn)	-16
COc1ccc(OC)c(C2=C/C(=C/c3ccc4c(c3)OCO4)C(=O)O2)c1	-15
Cc1cc(Cl)ccc1OC(C)C(=O)NCCc1ccccc1 (stereo not drawn)	-24
FC(F)(F)c1ccccc1/C=N\N1CCN(c2ccccc2)CC1	21
CCOc1ccc(C(=O)Nc2cccc(C(C)=O)c2)cc1	-4
COc1ccc(N(CC(O)CN(Cc2ccccc2)Cc2ccccc2)S(=O)(=O)c2ccc(C)cc2)cc1 (stereo not drawn)	-14
Cc1c(NC(=O)c2ccc3c4c(cccc24)CC3)c(=O)n(-c2ccccc2)n1C	-6
C=CCNC(=O)C1CC(=O)N(c2ccc(CC)cc2)C1 (stereo not drawn)	-20
O=C(NC12CCC(O)C(SC1)/C2=N/O)c1ccccc1 (stereo not drawn)	-12
CCOC(=O)C1=C(C)N=c2s/c(=C\C=C\c3ccccc3)c(=O)n2C1c1cccc([N+](=O)[O-])c1 (stereo not drawn)	0
COC(=O)N1[C@H](c2ccccc2)[C@@H]1c1ccccc1	-6
COc1cc(/C=C2\SC(=Nc3ccc(C)c(Cl)c3)NC2=O)cc(OC)c1OC	6
COc1cccc(OC)c1C(=O)NCc1ccccc1Cl	3
O=C1NC(=S)S/C1=C\c1ccccc1C(=O)O	-4
COc1ccccc1NC1=C(Cl)C(=O)N(c2cccc(C)c2)C1=O	-8
